Source: PubChem BioAssay
RAD52 inh: inhibitors of human RAD52 DNA annealing. P43351. recombinant RAD52 DNA annealing, FRET fluorescence. inhibition, % at 18.7 µM. 360,000 tested, 0.46% active. AID 651710;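 active = every replicate showing at least 50% inhibition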
Target sequence (P43351 whole entry, looked up): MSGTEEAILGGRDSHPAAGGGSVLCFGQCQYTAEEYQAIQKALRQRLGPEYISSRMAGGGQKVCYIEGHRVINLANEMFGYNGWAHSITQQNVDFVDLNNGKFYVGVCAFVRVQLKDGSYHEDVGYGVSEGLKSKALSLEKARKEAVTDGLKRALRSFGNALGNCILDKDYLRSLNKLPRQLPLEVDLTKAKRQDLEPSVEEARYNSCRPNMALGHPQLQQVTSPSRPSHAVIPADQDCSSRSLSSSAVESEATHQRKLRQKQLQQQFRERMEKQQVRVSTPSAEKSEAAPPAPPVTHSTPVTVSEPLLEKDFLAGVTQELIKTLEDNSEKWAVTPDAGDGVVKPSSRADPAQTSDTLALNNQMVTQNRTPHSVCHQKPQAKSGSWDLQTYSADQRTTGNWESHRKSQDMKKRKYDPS
E-selectin induc: E-selectin induction on HUVECs | P16581 | HUVEC E-selectin immunofluorescence imaging; normalized: neutral wells 0, TNF-alpha wells 100 | activation, % at 7.58 µM | 260,000 tested, 0.37% active | AID 686992;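 active = mean E-selectin-positive cell signal at least 10% of the positive control, reached in at least 60% of replicates, without over 20% cell loss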;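 also: in these data hits start at about 27%; measured in HUVEC primary endothelial cells; signal is the percent of cells scored E-selectin positive by PE staining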
Target sequence (P16581 whole entry, looked up): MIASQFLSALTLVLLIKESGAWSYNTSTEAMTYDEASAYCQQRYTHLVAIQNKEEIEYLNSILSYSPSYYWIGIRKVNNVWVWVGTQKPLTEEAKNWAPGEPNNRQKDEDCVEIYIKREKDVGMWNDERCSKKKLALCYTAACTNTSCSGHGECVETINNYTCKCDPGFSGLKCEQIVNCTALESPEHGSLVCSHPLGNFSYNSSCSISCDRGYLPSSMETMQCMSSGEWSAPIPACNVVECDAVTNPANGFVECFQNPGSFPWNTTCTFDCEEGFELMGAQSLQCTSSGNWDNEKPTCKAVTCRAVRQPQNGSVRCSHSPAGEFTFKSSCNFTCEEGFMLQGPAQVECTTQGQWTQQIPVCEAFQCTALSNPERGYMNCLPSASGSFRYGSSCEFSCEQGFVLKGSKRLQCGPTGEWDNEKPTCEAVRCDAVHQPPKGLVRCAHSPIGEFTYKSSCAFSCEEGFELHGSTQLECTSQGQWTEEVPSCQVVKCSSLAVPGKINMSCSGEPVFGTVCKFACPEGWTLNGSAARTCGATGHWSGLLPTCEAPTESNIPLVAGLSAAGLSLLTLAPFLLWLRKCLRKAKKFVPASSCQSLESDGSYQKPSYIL
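System: HUVEC, human umbilical vein endothelial cells; quantity: 3,000 cells/well; buffer or medium: EGM-2 medium, gelatin-coated wells; dosing: single-point compound dose; detection: immunofluorescence imaging; evaluation: % PE-positive cells; benchmarks: TNF-alpha, DMSO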
PGC1a acetyl inh: PGC1a acetylation modulation, inhibitor mode; U2OS PGC1a acetylation, AlphaScreen anti-acetyl-lysine; with virally co-expressed GCN5 acetyltransferase; inhibition, % at 15.6 µM; 350,000 tested, 0.17% active; AID 651687;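 active = every replicate shows inhibition of at least 40%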;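 also: 0% = neutral control wells and 100% = positive control wells; some results beyond the cut were filed as inactive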
RAD54 inh: RAD54 (human) branch migration inhibition; Q92698; RAD54 Holliday junction branch migration, FAM/BHQ fluorescence; inhibition, % at 10.4 µM; 360,000 tested, 0.14% active; AID 602329;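 active = mean normalized replicate activity at least 40 and at least half of replicates scoring 40 or more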;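 also: 0% = median of neutral control wells and 100% = median of positive control wells; inhibitors cause a drop in the FAM fluorescence signal; in these data hits start at about 50%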
ERAP1 HTS inh: ERAP1 (human) enzyme inhibition; recombinant ERAP1, Leu-AMC fluorescence, 60 min; inhibition, % at 10.7 µM; 340,000 tested, 0.15% active; AID 652197; Q9NZ08;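 active = mean replicate inhibition of at least 30%, or all replicates individually reaching that 30% level; inactive = mean below 30% and not every replicate reaching it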;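 also: 0% = neutral control wells and 100% = L-leucinethiol positive control wells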
miR122 inh: miR-122 inhibition in Huh7 cells; Huh7 miR-122 Renilla luciferase sensor, 48 h; neutral wells = 0, positive control = 100; activation (reporter increase), % at 12.5 µM; 340,000 tested, 0.3% active;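 active = mean replicate activation score at least 90 and every replicate individually at or above 90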;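 also: higher luciferase means less miR-122 activity so hits act as miR-122 inhibitors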
Cneo AK release: causes C. neoformans cell lysis; AID 651654; lysis activity, % at 15 µM; adenylate kinase release luminescence, 4 h; normalised: neutral wells 0, clomiphene wells 100; 360,000 tested, 0.2% active;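 active = mean lysis activity across replicates of at least 80%, whatever share of replicates individually reach that level; inactive = mean lysis activity below 80%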
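Test system: log-phase Cryptococcus neoformans yeast cells; Quantity: yeast cell density of 5 × 10^6 cells/mL; Buffer or medium: YPD; Doses: single compound concentration per well; Timing: 4 h at 37 °C static, read 1 h later; Measured by: AK luminescence; Read-out basis: lysis from increased AK signal; Control set: Clomiphene as positive control.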
PglD inh: PglD (C. jejuni) enzyme inhibition | inhibition, % at 12.5 µM | purified PglD enzyme, DTNB colorimetric CoA detection | AID 602405 | 360,000 tested, 0.098% active; in the data active = inhibition above about 16%, passing the limit was not always enough; also: strong numbers were not always called active
* = called active by the depositor; i = inactive; nt = no result given; & = joins results of further samples; [ ] = another dose, or the depositor's remark. An unsorted share of the library, and some 1.4% of all compounds hit somewhere here.

SMILES	RAD52 inh	E-selectin induc	PGC1a acetyl inh	RAD54 inh	ERAP1 HTS inh	miR122 inh	Cneo AK release	PglD inh
COc1cccc(-n2cnnc2SC(C)C(=O)NC2CCCC2)c1 (stereo not given)	-5	0.7	2	6	4	4	1	-1
O=C(C[C@@H]1C[C@H]2c3cc(NC(=O)Cc4ccncc4)ccc3O[C@H]2[C@@H](CO)O1)NCc1cccc(F)c1	-4	-0.1	-9	-25	2	2[16.7 µM]	-11	2
Cc1noc(C)c1NC(=O)Nc1ccc2c(c1)CC(=O)N([C@@H](C)CO)C[C@H](C)[C@H](CN(C)C(=O)Nc1cccc3ccccc13)O2	2	0.1	0	-4	1	5[16.7 µM]	-7	1
Cc1ccc(NS(=O)(=O)c2ccc3c(c2)CCN3C(=O)CCC(=O)O)cc1Cl	-6	0.1	3	-10	-2	54	-1	7
CCC(C)Sc1nc2c(c(=O)[nH]c(=O)n2C)n1C (stereo not given)	nt	5.0	-2	15	nt	-5	-1	1
Cc1ccccc1S(=O)(=O)N1CC[C@H]2[C@H](CO)Nc3ccc(-c4ccc(F)cc4)cc3[C@H]21	nt	0.0	-18	-14	nt	6[16.7 µM]	-15	-4
COc1ccc(OC)c(/C=C/C(=O)N(C)CC(=O)Nc2cc(C)ccc2C)c1	nt	nt	-13	4	nt	4	2	-8
COC(=O)c1c(/N=C/NOCc2ccc(Cl)cc2)sc2c1CCN(c1ncc(C(F)(F)F)cc1Cl)C2	nt	nt	-17	-6	nt	-1	2	3
COc1ccccc1NC(=O)C1=C(C)NC2=C(C(=O)CCC2)C1c1ccc2c(c1)OCO2 (stereo not given)	-3	nt	-9	4	16	0	-1	-7
O=c1ccc(-c2ccc(S(=O)(=O)NCC3CCN(Cc4ccccc4F)CC3)s2)n[nH]1	-53	nt	1	-20	0	-3	8	-4
Cc1cn([C@H]2C[C@H](O)[C@@H](/C=C/C(=O)NCCc3ccc4c(c3)OCO4)O2)c(=O)[nH]c1=O	-15	0.1	2	-2	-1	9	-1	-1
CS(=O)(=O)N1CCN(c2ccc([N+](=O)[O-])c(NCc3ccc(Cl)cc3)c2)CC1	-12	-0.3	-7	-2	-2	11	1	-6
O=C(C1CC1)N1CCCCN2[C@H](CO)[C@H](c3ccc(C#CC4(O)CCCC4)cc3)[C@@H]2C1	7	nt	-3	-6	1	-28[16.7 µM]	-1	3
CCCc1cc(C(=O)N2CCCC(N3CCN(c4ccccc4C)CC3)C2)n(C)n1 (stereo not given)	-12	nt	-9	2	-4	0	-1	5
O=C(O)CCC(=O)c1c[nH]c2ccccc12	nt	nt	nt	-9	nt	-3	1	2
CCCC(=O)N1CCC1(C)C(=O)NCc1ccc(SC)cc1 (stereo not given)	-2	-0.1	8	-10	0	-8	-1	-5
CCN(CC)CCNC(=O)c1sc2nc(-c3ccccc3)cn2c1C	1	nt	2	20	4	3	-2	1
CCOC(=O)c1cc2occc2n1CC(=O)N1CCCc2ccccc21	nt	nt	-11	-3	nt	1	0	4
O=C(Nc1ccc(Nc2ccccc2)cc1)c1ccc(Cl)cc1[N+](=O)[O-]	-7	nt	2	-1	-7	12	5	14
COCCNc1nc2c(S(=O)(=O)c3cc(C)ccc3C)nnn2c2ccccc12	-1	-0.9	nt	-5	3	9	-1	-2
N#Cc1ccccc1S(=O)(=O)N1CCC(C(=O)NCc2ccccc2CN2CCCC2)CC1	-14	nt	3	-2	-1	0	-2	-3
CCNC(=O)C1(C)CCN1CCS(=O)(=O)c1ccc(C)cc1 (stereo not given)	0	-0.1	1	-1	3	-5	1	2
O=C(Nc1ccon1)c1nc[nH]c1C(=O)NCc1ccccc1	-19	nt	-1	0	5	0	-2	2
COc1ccc(C(=O)CSc2cc(C)[nH]c(=O)n2)cc1	-16	0.1	nt	-7	4	5	-2	-2

Gathered by group: those above with a nitro group on carbon (2)
SMILES	RAD52 inh	E-selectin induc	PGC1a acetyl inh	RAD54 inh	ERAP1 HTS inh	miR122 inh	Cneo AK release	PglD inh
CS(=O)(=O)N1CCN(c2ccc([N+](=O)[O-])c(NCc3ccc(Cl)cc3)c2)CC1	-12	-0.3	-7	-2	-2	11	1	-6
O=C(Nc1ccc(Nc2ccccc2)cc1)c1ccc(Cl)cc1[N+](=O)[O-]	-7	nt	2	-1	-7	12	5	14

Taken from the listing for reference:
SMILES	RAD52 inh	E-selectin induc	PGC1a acetyl inh	RAD54 inh	ERAP1 HTS inh	miR122 inh	Cneo AK release	PglD inh
O=C(Nc1ccon1)c1nc[nH]c1C(=O)NCc1ccccc1	-19	nt	-1	0	5	0	-2	2
COc1ccc(C(=O)CSc2cc(C)[nH]c(=O)n2)cc1	-16	0.1	nt	-7	4	5	-2	-2

New compounds follow:
SMILES	RAD52 inh	E-selectin induc	PGC1a acetyl inh	RAD54 inh	ERAP1 HTS inh	miR122 inh	Cneo AK release	PglD inh
O=C(CCn1c(SCC(=O)c2ccccc2)nc2ccccc2c1=O)NCc1ccc(F)cc1	nt	nt	18	5	nt	-12	-1	3
O=C(Cc1cccc(F)c1F)NC1CCCN(Cc2ccc(Cl)cc2)C1 (stereo not given)	-10	nt	nt	-5	-6	2	0	0
CCN(CC)S(=O)(=O)c1ccc2oc(C(=O)O)c(C)c2c1	nt	nt	-8	3	nt	5	9	2
CC(C)NC(=O)N1C[C@@H]2[C@H](c3ccccc31)[C@@H](CO)N2Cc1ccccc1	-10	-0.1	-4	-1	0	-12[16.7 µM]	-2	-4
Cc1nc(CNC(=O)CC2C(=O)NCCN2Cc2ccoc2)nc2c1CCCC2 (stereo not given)	-20	-0.4	-8	-16	-2	1	-1	0
CN1C(=O)c2cc(NC(=O)c3cccc(F)c3)ccc2OC[C@H]2O[C@@H](CC(=O)NCC3CCCCC3)CC[C@@H]21	6&-1	-0.1&2.4	nt	6&4	0&2	nt	-4&-8	3&1
CCOC(=O)C1=C(c2cccc(Oc3ccccc3)c2)NC(=S)NC1C (stereo not given)	nt	nt	3	11	nt	-3	6	-1
Cc1oc(-c2cccc(C(F)(F)F)c2)nc1CN1CCC[C@H]1CO	-22	4.8	11	-18	3	nt	2	5
COc1ccccc1C(CC(=O)c1ccccc1)CC(=O)c1ccccc1	-9	nt	-4	nt	5	44	nt	nt
CCN1CCN(C(=O)CN(C)S(=O)(=O)c2ccc3ccccc3c2)CC1	-12	nt	3	nt	5	-5	nt	nt
CCC(C)n1c(SCc2ccccc2)nc2ccsc2c1=O (stereo not given)	nt	nt	-5	-1	nt	8	-4	-2
CC1(C)Cc2ccccc2-c2nc(NCCO)n(-c3ccccc3)c(=O)c21	nt	nt	-6	-2	nt	1	1	5
Cc1cc(C)cc(CC2CC(=O)N(c3cc(C)on3)C2=O)c1 (stereo not given)	nt	nt	-10	-1	nt	-6	0	0
CC(C)Oc1ccc(C(=O)OCC(=O)NC(=O)NC2CCCC2)cc1	-5	nt	1	3	3	16	1	4
O=C(Cc1ccccc1)N[C@H]1C=C[C@H](CC(=O)N2CCCCC2)O[C@@H]1CO	5	-0.2	4	-11	-2	nt	4	-1
O=C(CCS(=O)(=O)Cc1ccccc1)Nc1ncc([N+](=O)[O-])s1	-13	-0.6	-1	-2	2	8	5	-8
c1ccc(COc2ncnc3c2ncn3CCCNCCN2CCOCC2)cc1	-5	-0.3	0	-8	2	-6	0	0
COc1ccccc1NC(=O)COc1ccc(C(F)(F)F)cc1[N+](=O)[O-]	nt	nt	-1	3	nt	2	0	0
CCCCn1c(Cc2ccccc2)n[nH]c1=S	nt	nt	nt	-4	nt	-7	0	3
CCOc1ccc(C(=O)OCC(=O)Nc2nc(OC)cc(OC)n2)cc1OCC	nt	nt	-10	-4	nt	-8	-1	-4
O=C(Nc1ccc2[nH]c(=O)[nH]c2c1)Nc1ccc(F)cc1F	-16	0.7	-15	-2	2	-8	3	-6
Cc1noc(C)c1S(=O)(=O)N(C)C[C@H]1Oc2ccc(NS(C)(=O)=O)cc2CC(=O)N([C@@H](C)CO)C[C@H]1C	4	28*	-11	-3	2	1[16.7 µM]	52	-4
Cc1ccc(NC(=O)c2ccc(=O)[nH]c2)cc1S(=O)(=O)N1CCCCCC1	-27	-0.2	-9	-1	3	43	-1	-3
O=C(CNC(=O)C1CCCCC1)OCC(=O)c1cccc(Cl)c1	-10	0.0	1	-6	0	-2	4	-3
CCC1CCCCN1Cc1nc2c(c(=O)n(C)c(=O)n2C)n1CC(C)C (stereo not given)	-5	nt	nt	-10	9	nt	2	-1
N=c1c(C(=O)NCC2CCCO2)cc2c(=O)n3ccccc3nc2n1C1CCCC1 (stereo not given)	16	0.5	1	14	i	5	-2	-5
CCOC(=O)C1CCN(C(=O)CN(c2ccc3c(c2)OCO3)S(C)(=O)=O)CC1	nt	nt	7	-4	nt	-2	-1	1
COc1ccc(C(=O)NNC(=O)c2ccc(C(C)(C)C)cc2)cc1	-9	2.9	1	3	-1	-2	0	-1
C[C@H](CO)N1C[C@H](C)[C@H](CN(C)C(=O)NC2CCCCC2)Oc2c(NC(=O)NC3CCCCC3)cccc2C1=O	-10	-0.2	-1	4	-1	-2[16.7 µM]	-1	5
CC(=O)c1ccc(NC(=O)Oc2ccccc2)cc1	nt	nt	-3	7	nt	4	4	-9
COc1cccc(C(C)(O)c2nc(/C=C/c3ccccc3)cs2)c1 (stereo not given)	-9	0.0	-25	-11	2	-2	1	-7
O=C(C[C@@H]1CC[C@H]2[C@@H](COC[C@@H](O)CN2C(=O)Nc2ccccc2)O1)NC1Cc2ccccc2C1	2	0.0	-11	7	0	-2[16.7 µM]	4	-4
CCc1ccccc1NC(=O)CCc1c(C)nc(SC)nc1C	-21	-0.1	nt	-2	6	-6	18	1
Cc1nc2ccccc2c(=O)n1NC(=O)c1cc(Br)ccc1Cl	-21	-0.2	-1	1	-4	-21	4	1
CN(CCc1ccccn1)C(=O)CCC1CCCN(C(=O)c2cscn2)C1 (stereo not given)	-2	0.9	1	nt	-2	14	nt	nt
c1ccc(Cn2cc(-c3ccccc3)cn2)cc1	-2	-0.1	nt	5	-1	nt	-4	-2
COc1ccc(C(CNC(=O)c2ccc(OCC3CCCO3)cc2)N2CCOCC2)cc1 (stereo not given)	nt	nt	3	0	nt	-5	-2	1
O=C(/C=C/c1ccccc1)Nc1cccnc1Cl	0	-0.1	13	-4	4	-5	-7	1
c1ccc([C@H]2CN3CCSC3=N2)cc1	2	0.0	nt	3	-4	-1	-1	2
O=C(NCc1ccc2c(c1)OCO2)c1ccc(-n2cnnn2)cc1	-1	nt	-2	nt	-1	2	nt	nt
CC1(C)CC(=O)C=C(c2cccc3c2sc2ccccc23)C1	-96	-0.1	nt	2	-1	nt	2	-1
O=C(Nc1cccc2cccnc12)c1ccc(Cl)cc1Cl	-20	0.5	5	6	0	10	1	1
Cc1ccc(-n2c(C)cc(C(=O)CN3C(=O)C(=O)N(C4CCCC4)C3=O)c2C)cc1	-12	-1.3	11	nt	8	1	nt	nt
O=C(O)c1cccc(-n2cccc2C=C2C(=O)c3ccccc3C2=O)c1	-123	0.7	-2	nt	2	nt	nt	nt
O=C1CCCc2ccc3ccccc3c21	-3	-0.8	nt	5	0	-2	1	-5
Cc1ccc(NS(=O)(=O)c2cc(Br)cnc2N)cc1C	-3	nt	2	-3	-3	144*	5	-1
Cc1ccc(C)c(Cn2c(=O)n(CCCC(=O)NCc3ccco3)c(=O)c3sccc32)c1	nt	1.5	5	-5	nt	-2	-4	-2
COc1ccc(OC)c(S(=O)(=O)NCc2nc3nc(C)cc(C)n3n2)c1	0	nt	-2	-6	1	nt	-1	2
Cc1ccc(Cl)cc1NS(=O)(=O)c1ccc(-n2cccn2)cc1	-12	nt	-2	-1	1	60	-3	3
OC[C@H]1[C@@H](c2ccccc2)C2(CN(CCC(F)(F)F)C2)N1Cc1cncnc1	-11	0.2	0	nt	-3	nt	nt	nt
